DTT redox prof – compounds producing H2O2 with reducing agent – biochemical, NIH compound library profiling, artefact control for MLSCN library redox annotation, primary screen; 0.03% of 200,000 active; activation, % at 10 µM; DTT-dependent redox cycling H2O2, phenol red/HRP absorbance; 100% = 100 µM peroxide control, 0% = buffer; AID 878;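 active means activation of at least 50% relative to the plate's high and low controls in the primary single-dose screen; inactive means activation below 50%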;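 further: compound incubated with DTT at 0.8 mM final as the reducing agent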
STAT1 act – STAT1 signaling activation; activation (% of control), % at 5.5 µM; NIH 3T3 STAT1-luciferase reporter, IFN-gamma, luminescence; 100% = IFN-gamma alone, no compound; 2.6% of 200,000 active;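 active means activation above the screen-wide mean activation plus 3 SD, cut at about 130% in these data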;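 further: raw ratio to IFN-gamma control signal so 100% means no change and 0% no light; values of inactives mirror those of a sister screen read the other way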
Hsp70 act – switches on Hsp70 transcription; HeLa Hsp70 promoter luciferase reporter, luminescence; scaled: vehicle 0, proteasome-inhibitor control 100%; activation, % at 10 µM; 0.04% of 200,000 active; AID 1203;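 active means activation above the mean across all tested compounds plus 3 SD, cutoff set per campaign, cut at about 5.5% in these data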;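 further: 100% = MG132 at 30 µM as the positive control and 0% = DMSO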
APP 5'UTR act – activates APP 5'UTR luciferase reporter; activation, % at 2 µM; AID 1276; 1% of 190,000 active; SH-SY5Y APP 5'UTR luciferase reporter, luminescence; zero percent = DMSO vehicle wells;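 active means activation above a set limit, based on mean plus 3 SD of controls, cut at about 140% in these data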; further: values of inactives mirror those of a sister screen read the other way
FLuc stim CS – affects firefly luciferase, flagging false hits in luciferase stimulation screens. 200,000 tested, under 10 active. activation factor at 10 µM. ATPlite luciferase biochemical, luminescence, 10 min; 0 = ATP-free wells, 1 = DMSO control;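 active means luciferase activation factor, scaled between plate controls, of at least 2 with compound at 10 µM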
Target sequence (P08659 whole entry, looked up): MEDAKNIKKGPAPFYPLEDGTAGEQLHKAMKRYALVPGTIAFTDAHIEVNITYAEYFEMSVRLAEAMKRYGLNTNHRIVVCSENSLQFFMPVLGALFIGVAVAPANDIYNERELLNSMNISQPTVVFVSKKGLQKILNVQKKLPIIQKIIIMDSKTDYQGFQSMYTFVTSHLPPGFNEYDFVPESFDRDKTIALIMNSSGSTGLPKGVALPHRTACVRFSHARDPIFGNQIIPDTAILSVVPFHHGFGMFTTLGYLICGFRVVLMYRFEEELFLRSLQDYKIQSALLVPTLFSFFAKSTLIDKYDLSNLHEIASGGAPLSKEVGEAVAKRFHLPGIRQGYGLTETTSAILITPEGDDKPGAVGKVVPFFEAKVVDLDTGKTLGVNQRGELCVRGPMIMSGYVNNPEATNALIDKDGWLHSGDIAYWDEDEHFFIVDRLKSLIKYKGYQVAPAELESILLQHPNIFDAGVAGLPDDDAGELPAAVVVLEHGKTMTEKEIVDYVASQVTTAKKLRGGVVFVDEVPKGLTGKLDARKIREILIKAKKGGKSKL
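Assay system: Luciferase/luciferin detection reagent, cell-free biochemical luciferase assay / Read-out: luciferase activation / Benchmarks: No-ATP low control, compound-free enzyme-plus-ATP high control / Medium: PBS buffer for ATP / Detection: luminescence measurement of luciferase light output / Schedule: 10 min at ambient temperature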
G6PDH CS – L. mesenteroides G6PDH inhibition counter-screen; 0.12% of 200,000 active; Purified L. mesenteroides G6PDH, diaphorase/resazurin coupled fluorescence, 45 min; inhibition, % at 5 µM; in the data active means inhibition above about 50%
NF-kB expr up – raises NF-kB expression in human neuronal cells; fold change at 12.5 µM; 1.6% of 190,000 active; AID 1239; NF-kB reporter expression; hits give high values; in the data active means fold change above about 3.3
APP transl inh – APP translation inhibition; 0.82% of 190,000 active; SH-SY5Y APP 5'UTR-luciferase reporter, luminescence; inhibition, % at 2 µM; AID 1285;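 active means inhibition above a set limit, derived from the sample mean plus 3 SD, cut at about 45% in these data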; further: values of inactives mirror those of a sister screen read the other way
HMGR II inh – blocks class II HMG-CoA reductase of Enterococcus faecalis | purified E. faecalis HMGR, NADPH absorbance 340 nm kinetic | inhibition, % at 10 µM | 0.41% of 190,000 active | AID 1066;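 active means inhibition above a set limit, the median over all tested compounds plus 3 SD, cut at about 9.5% in these data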;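 further: enzyme runs in reverse so mevalonate oxidation gives rising NADPH absorbance; 0% = complete reaction with DMSO and 100% = background rate lacking mevalonate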
FLuc inhib CS – Photinus pyralis luciferase inhibition counter-screen; P08659; ATPLite firefly luciferase biochemical luminescence, 10 min; inhibition, % at 10 µM; 1.5% of 200,000 active;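 active means inhibition above about 50% when tested at 10 µM, limit read from the data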
Numbers without * were called inactive; nt = no result given.

Each structure is followed by: DTT redox prof | STAT1 act | Hsp70 act | APP 5'UTR act | FLuc stim CS | G6PDH CS | NF-kB expr up | APP transl inh | HMGR II inh | FLuc inhib CS
CCCc1nnc(NC(=O)CCC(=O)NC2CCCc3ccccc32)s1 (configuration not stated)
    0.3 | 112 | -0.5 | -17 | 0.9 | 38 | 1.1 | 17 | -2 | 7
CC(=O)Nc1ccc(-n2c(C)ccc2C)cc1
    -0.7 | 106 | -0.1 | 6 | 1.1 | -5 | 1.1 | -6 | 7 | -8
O=c1c2cc(NC(=S)N3CCCCC3)ccc2nc2n1CCCCC2
    0.7 | 97 | 0.5 | 2 | 1.1 | 9 | 1.1 | -2 | 4 | -8
CC1CCCC(C)N1C(=O)CSc1nc2ncnc(N)c2[nH]1 (configuration not stated)
    -2.0 | 108 | 0.0 | -2 | 1.1 | 2 | 1.2 | 2 | -4 | -7
COc1cccc(N2CCCn3c2nc2c3c(=O)n(CCN3CCOCC3)c(=O)n2C)c1
    0.0 | 103 | -0.2 | 12 | 1 | 3 | 1.2 | -12 | -1 | -1
Cc1ccccc1CS(=O)(=O)CCC(=O)NCCCN1CCOCC1
    0.1 | 117 | -0.3 | 11 | 1 | 5 | 1.3 | -11 | 1 | -2
CCC(C)C(=O)Nc1cc(Cl)ccc1C(=O)O (configuration not stated)
    0.2 | 89 | 0.2 | 3 | 1.1 | 4 | 1.1 | -3 | 2 | -7
O=C(CN1C2=NCCCN2c2ccccc21)c1ccc(Cl)cc1Cl
    0.3 | 110 | -0.3 | -8 | 1 | 0 | 0.75 | 8 | -1 | 0
O=c1c(Cl)c(Cl)cnn1Cc1nnc(-c2ccc(Cl)cc2)o1
    -0.7 | 88 | 2.7 | -77 | 1 | 8 | 0.14 | 77* | -1 | -1
Cc1cc(NC(=O)c2noc3c2CCCC3)no1
    -2.8 | 99 | -0.1 | 12 | 0.9 | -8 | 1.6 | -12 | -7 | 6
CCNC(=O)c1cc2c(=O)n3cccc(C)c3nc2n(Cc2ccc(C)cc2)c1=N
    -0.3 | 99 | -0.2 | 2 | 1 | 1 | 0.8 | -2 | -3 | -2
Cc1cc(Cl)ccc1NC(=S)Nc1cccnc1
    2.7 | 101 | -0.3 | -4 | 1 | 2 | 0.98 | 4 | -2 | -4
CCOP(=O)(OCC)C(NCc1ccccc1)c1ccc(Br)cc1 (configuration not stated)
    0.0 | 91 | -0.1 | -27 | 1 | 9 | 1.1 | 27 | -11 | 1
CCCN(CCC)CCNC(=O)CS(=O)Cc1nc(-c2ccc(C)cc2)oc1C (configuration not stated)
    -5.0 | 97 | -0.5 | 2 | 1 | 9 | 0.9 | -2 | -6 | -4
C=Cn1nc(C)c2ccccc2c1=O
    2.2 | 102 | -0.4 | -1 | 1 | -6 | 1 | 2 | 0 | 1
CCOC(=O)c1c(C)n(C)c2ccc(OCC(O)Cn3c(C)nc4ccccc43)cc12 (configuration not stated)
    0.6 | 95 | -0.4 | 10 | 1 | -30 | 0.41 | -10 | -4 | -5
Cc1ccc(S(=O)(=O)c2nc(-c3ccccc3)oc2NCCCN2CCOCC2)cc1
    -0.4 | 104 | -0.1 | 19 | 1 | -2 | 1.2 | -19 | -2 | -2
CCOC(=O)c1cc(-c2ccc(F)cc2)n(CC(=O)Nc2nccs2)c1C
    -1.1 | 100 | -0.1 | 2 | nt | nt | nt | -2 | nt | nt
C=CCn1c(SCc2ccccc2)nnc1-c1cccnc1
    2.3 | 104 | -0.2 | -2 | 1.1 | 1 | 1.1 | 2 | 1 | -6
Clc1ccc(CN2CCN(c3ncnc4scc(-c5cccs5)c34)CC2)cc1
    1.2 | 100 | 0.1 | 22 | 1.1 | 2 | 0.8 | -22 | 1 | -7
CC1(C)CC(=O)C2=C(C1)Nc1ccccc1NC2c1ccc2c(c1)OCO2 (configuration not stated)
    0.6 | 103 | 0.1 | 8 | 1.1 | 10 | 1 | -8 | -4 | -6
O=C(O)/C=C1\NC(=O)c2ccccc21
    -3.6 | 93 | -0.3 | 6 | 1 | 3 | 1.3 | -6 | -4 | -1
O=C(CSc1ncnc2ccccc12)Nc1cccc(S(=O)(=O)N2CCCC2)c1
    0.1 | 76 | -0.4 | -13 | 1 | 0 | 1.2 | 13 | -3 | -2
CCOc1ccccc1CNC(=O)c1ccc(Sc2ccc(Cl)cc2)c(NC(C)=O)c1
    0.1 | 103 | -0.2 | 5 | 1 | 1 | 0.76 | -5 | -8 | -5
CCn1c(SCC(=O)NCCc2ccccc2)nc2c(c1=O)SC(C)C2 (configuration not stated)
    -0.6 | 103 | -0.1 | 10 | 1 | 22 | 0.83 | -10 | -10 | 1
CCOC(=O)c1c(NC(=O)Cn2cc([N+](=O)[O-])cn2)sc2c1CCC2
    0.9 | 109 | -0.4 | -6 | 1.1 | 4 | 1.4 | 6 | 0 | -9
O=C(Nc1sc2c(c1C(=O)O)CCC2)c1cccs1
    2.2 | 101 | 0.4 | -2 | 0.8 | 0 | 1.5 | 2 | -4 | 19
CCOC(=O)COc1ccc2ccccc2c1/C=C/[N+](=O)[O-]
    0.1 | 102 | 0.6 | -62 | 1 | -3 | 2 | 62* | 2 | -4
CCOc1cc(C(=O)Nc2ccccc2N2CCOCC2)ccc1OCC(=O)N1CCCCC1
    -2.8 | 94 | 0.0 | -22 | 1.1 | 2 | 0.9 | 22 | -4 | -9
CCOc1ccc(N(CC(=O)Nc2ccc(C)cc2)S(=O)(=O)c2c(C)noc2C)cc1
    0.4 | 93 | 0.1 | 21 | 1.1 | 10 | 0.96 | -20 | 0 | -6
COc1ccc(-c2[nH]c(-c3cccc(OC)c3)nc2SCC(=O)NC2CCCC2)cc1
    0.3 | 102 | -0.2 | -11 | 1 | 22 | 0.84 | 11 | 5 | -2
COc1ccc(CCC(=O)N(C)CC(=O)Nc2cc(C)ccc2C)cc1
    -1.7 | 98 | -0.1 | -5 | 1.1 | 8 | 1.1 | 5 | -1 | -10
C/C(N)=C(/C#N)C(=O)COc1ccc(Cl)cc1Cl
    -0.4 | 107 | -0.1 | 3 | 1 | 9 | 1.5 | -3 | 0 | -2
COc1ccccc1-n1c(=O)[nH]c2c(C(N)=O)nc(CC(C)C)nc21
    -0.1 | 99 | -0.1 | -2 | 1 | 15 | 1 | 2 | 0 | -2
CC(C)CC1(C(=O)NCCN2CCOCC2)C=CCN1C(=O)c1ccccc1 (configuration not stated)
    0.4 | 99 | 0.0 | 0 | 1.1 | 10 | 1.2 | 0 | 7 | -10
COc1ccccc1NC(=O)NCc1ccco1
    -0.7 | 102 | -0.3 | 12 | 1 | 2 | 0.87 | -12 | -1 | -4
CCc1ccc(CCC(=O)Nc2ccc(C)c(C)c2)o1
    -2.8 | 96 | -0.1 | 16 | 0.9 | 33 | 1.7 | -16 | 3 | 5
Cc1ccc(C(=O)N2CCn3c(C)ccc3C2C)cc1 (configuration not stated)
    -0.2 | 101 | -0.2 | 11 | 1 | 7 | 1.2 | -11 | -3 | 4
Cc1cc(C)nc(SCC(=O)N/N=C/c2cc(C)n(-c3ccccc3C)c2C)n1
    -0.2 | 95 | -0.4 | 3 | 1 | -2 | 0.96 | -3 | -1 | 1
COc1ccc(C(=O)N2CCN(c3ccc([N+](=O)[O-])c(NCCc4ccc(OC)c(OC)c4)c3)CC2)cc1
    -0.1 | 77 | -0.3 | -18 | 1 | -1 | 0.33 | 18 | -6 | -4
O=C(CN1C(=O)C2C3C=CC(C3)C2C1=O)Nc1ccc2nccnc2c1 (configuration not stated)
    -1.1 | 98 | 0.1 | -19 | 1 | 9 | 0.66 | 19 | -7 | 0
COc1ccc(S(=O)(=O)Nc2cc(C(=O)NCCCOC(C)C)ccc2N2CCOCC2)cc1
    -0.2 | 104 | -0.2 | -6 | 1.1 | 10 | 1.2 | 6 | -6 | -6
O=C(NCc1ccc2c(c1)OCO2)c1ccc(CSCc2ccc(Cl)cc2)o1
    0.9 | 103 | -0.3 | -13 | 1 | 7 | 1.2 | 12 | -7 | -4
Cc1cc(OCCNCCO)cc(C)c1Cl
    0.6 | 94 | -0.4 | 2 | 1.1 | 4 | 1.1 | -2 | 1 | -9
CCN=C1SC(CC(=O)NC(C)C)C(=O)N1CC (configuration not stated)
    0.2 | 100 | -0.2 | -2 | 1 | -4 | 1.2 | 2 | -2 | -2
CCOC(=O)c1c(C)[nH]c(C(=O)OC)c1CCC(=O)OC
    -0.4 | 87 | -0.5 | -8 | 1 | 9 | 1.4 | 8 | 0 | 1
CC12COC3(C(=O)Nc4ccc(F)cc4)CC1CCC32C (configuration not stated)
    0.1 | 93 | -0.3 | -8 | 1 | 10 | 0.89 | 8 | 1 | -4
COc1ccccc1NC(=O)Cn1nc(C(F)(F)F)c2c1CCCC2
    -1.4 | 93 | 0.1 | 15 | 1 | 15 | 0.96 | -15 | -1 | -2
CCNC(=O)COC(=O)C1CCC(=O)N(c2ccc(OC)cc2)C1c1ccc(OC)cc1 (configuration not stated)
    0.2 | 102 | 0.2 | -5 | 1 | 4 | 1.1 | 5 | -4 | -4
CCCCCCCCNc1nc(Cl)nc(NCc2ccco2)n1
    0.5 | 101 | -0.3 | 27 | 1.1 | 10 | 1.2 | -27 | -3 | -6
O=C(Nc1nonc1NC(=O)c1cccs1)c1cccs1
    -0.3 | 91 | -0.1 | -18 | 1 | 6 | 0.93 | 18 | -4 | -4
CCOC(=O)NC(=O)c1cn(CCNCCO)c(=O)[nH]c1=O
    0.1 | 96 | -0.2 | 3 | 1 | 3 | 0.96 | -3 | -2 | -4
COc1ccc(O)c(/C=N\NC(=O)CCn2nnc3ccccc32)c1
    -0.3 | 95 | 0.0 | -10 | 1 | 17 | 1 | 10 | -3 | 2
Cc1cc(-c2ccco2)n(CC(=O)NCCCc2ccccc2)n1
    0.4 | 87 | 0.0 | 10 | 1.1 | -11 | 0.96 | -10 | -10 | -10
CCn1c2ccccc2c2cc(NC(=O)CSc3nnc(-c4cccc(C)c4)o3)ccc21
    0.2 | 99 | -0.3 | 0 | 1 | 7 | 1.6 | 0 | 1 | -5
CCn1nc(C(=O)Nc2cccc(C(F)(F)F)c2)c(Cl)c1Cl
    -4.1 | 95 | -0.3 | -6 | 1 | 2 | 1.2 | 6 | 7 | -1
CCOC1OC(=O)C(Cl)=C1Nc1ccc(C)cc1C (configuration not stated)
    -0.6 | 95 | -0.3 | -4 | 1.1 | 0 | 1.5 | 4 | -5 | -7

Compound profiles, from the list above. Screens in order: DTT redox prof, STAT1 act, Hsp70 act, APP 5'UTR act, FLuc stim CS, G6PDH CS, NF-kB expr up, APP transl inh, HMGR II inh, FLuc inhib CS
Entry for CCc1ccc(CCC(=O)Nc2ccc(C)c(C)c2)o1 = -2.8, 96, -0.1, 16, 0.9, 33, 1.7, -16, 3, 5
Entry for O=c1c(Cl)c(Cl)cnn1Cc1nnc(-c2ccc(Cl)cc2)o1 = -0.7, 88, 2.7, -77, 1, 8, 0.14, 77*, -1, -1
Entry for C=CCn1c(SCc2ccccc2)nnc1-c1cccnc1 = 2.3, 104, -0.2, -2, 1.1, 1, 1.1, 2, 1, -6

Screens (PubChem)
